OX1R FRET antag: blocks the human orexin 1 receptor | O43613 | OX1R-expressing cells, FRET antagonist read-out | inhibition, % at 6.6 µM | actives 1.8% (n = 330,000); in the data active = inhibition mostly above about 38%, no sharp cut-off; inactive = mostly below about 40%;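 note: 0% = agonist challenge alone and 100% = reference antagonist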
Target sequence (O43613 whole entry, looked up): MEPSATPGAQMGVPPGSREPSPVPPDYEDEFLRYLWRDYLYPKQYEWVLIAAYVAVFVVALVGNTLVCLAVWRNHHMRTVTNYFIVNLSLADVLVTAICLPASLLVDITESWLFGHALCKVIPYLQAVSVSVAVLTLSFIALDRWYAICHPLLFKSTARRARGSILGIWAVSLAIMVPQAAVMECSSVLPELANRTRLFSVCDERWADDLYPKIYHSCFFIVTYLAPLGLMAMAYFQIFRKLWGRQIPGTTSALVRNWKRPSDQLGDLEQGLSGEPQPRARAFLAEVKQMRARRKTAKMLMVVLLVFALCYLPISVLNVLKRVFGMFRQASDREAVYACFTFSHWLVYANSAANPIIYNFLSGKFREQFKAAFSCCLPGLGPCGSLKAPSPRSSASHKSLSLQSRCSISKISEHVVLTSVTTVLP
STK33 kinase inh: inhibitors of human STK33 kinase; Q9BYT3; purified STK33, MBP phosphorylation, ADP-Glo luminescence; inhibition, % at 10 µM; actives 0.073% (n = 320,000);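 active = inhibition at or above 25%, using the most active replicate where run in duplicate; inactive = inhibition below 25%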
Target sequence (Q9BYT3 whole entry, looked up): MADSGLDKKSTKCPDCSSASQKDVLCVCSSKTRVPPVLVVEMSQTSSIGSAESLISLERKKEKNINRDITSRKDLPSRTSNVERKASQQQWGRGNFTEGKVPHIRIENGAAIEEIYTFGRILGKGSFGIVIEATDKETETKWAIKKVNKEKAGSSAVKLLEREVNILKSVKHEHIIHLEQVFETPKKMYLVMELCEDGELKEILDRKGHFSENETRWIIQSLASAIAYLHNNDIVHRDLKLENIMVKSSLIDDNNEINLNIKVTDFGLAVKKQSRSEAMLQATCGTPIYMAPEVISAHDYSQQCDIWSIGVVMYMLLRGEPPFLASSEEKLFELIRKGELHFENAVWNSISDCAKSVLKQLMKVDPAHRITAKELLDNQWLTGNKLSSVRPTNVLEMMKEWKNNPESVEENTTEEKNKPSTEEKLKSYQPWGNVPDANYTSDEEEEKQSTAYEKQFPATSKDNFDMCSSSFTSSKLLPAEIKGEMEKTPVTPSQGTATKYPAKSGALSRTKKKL
An asterisk follows results filed as active; nt = no result given.

item	Compound	OX1R FRET antag	STK33 kinase inh
1	CCN(CC)CCCNC(=O)c1cc2c(=O)[nH]c3ccc(C)cc3c2s1	nt	1.6
2	CC(=O)NC1(C(F)(F)F)NC(=O)N(c2ccc(F)cc2)C1=O (stereo not drawn)	5	-1.2
3	Cc1cc2oc(=O)sc2cc1NS(=O)(=O)c1cccc2cccnc12	7	-0.3
4	COc1cc(/C=C2\SC(=O)N(CCNC(=O)c3sc4cc(F)ccc4c3Cl)C2=O)cc(OC)c1OC	3	-0.7
5	Cc1ccc(SCc2nc3ccccc3n2CC(=O)Nc2c(C)cccc2C)cc1	14	-0.1
6	O=S(=O)(NC1=NCCC1)c1cccc(NC(=S)NCCc2ccccc2)c1	15	-0.2
7	COc1cccc(NC(=O)Cn2c(=O)oc3cc(S(=O)(=O)N4CCCC4)ccc32)c1	26	-0.6
8	Cc1ccccc1S(=O)(=O)NNC(=O)C(=O)NNc1ccccn1	22	-0.3
9	CN1C(=O)c2cccc3c(S(=O)(=O)Nc4ccccn4)ccc1c23	68*	1.2
10	COc1cccc(C(C)NC(=O)Cc2cccs2)c1 (stereo not drawn)	7	0.1
11	O=C(CCN1C(=O)/C(=C/c2ccccc2Cl)SC1=S)NCCCN1CCOCC1	11	0.0
12	O=S(=O)(NCC1COc2ccccc2O1)c1ccccc1F (stereo not drawn)	10	-0.4
13	O=C(c1ccccc1[N+](=O)[O-])N1CCN(c2ccc(N3CCOCC3)nn2)CC1	44	-1.5
14	Cc1c(NC(=O)c2cc3c(s2)CCCC3)c(=O)n(-c2ccccc2)n1C	13	1.4
15	Cc1ccc(CS(=O)(=O)CCC(=O)NCCC2=CCCCC2)cc1	8	-1.8
16	COc1cccc(/C=N/NC(=O)c2cccc3ccccc23)c1	nt	-1.2
17	CC1CC(C)CN(S(=O)(=O)c2ccc(NC(=S)NC(=O)c3ccccc3)cc2)C1 (stereo not drawn)	-3	-1.7
18	Cn1c(SCC(=O)N/N=C/c2ccncc2)nc2ccccc21	14	0.3
19	CN(CC(=O)Nc1cccc(F)c1)C(=O)CCc1nc2cc(S(=O)(=O)N3CCOCC3)ccc2n1C	-2	-0.7
20	FC(F)(F)c1cccc(NCc2cn3cccnc3n2)c1	26	-1.9

Marked active in OX1R FRET antag (from the list above):
item	Compound	OX1R FRET antag	STK33 kinase inh
9	CN1C(=O)c2cccc3c(S(=O)(=O)Nc4ccccn4)ccc1c23	68*	1.2

(next part)
item	Compound	OX1R FRET antag	STK33 kinase inh
21	COc1cc(/C=C/CN2CCN(CCC(C)C)C(CCO)C2)ccc1O (stereo not drawn)	3	0.3
22	O=C(COc1ccccc1-c1ccccc1)NCCN1C(=O)S/C(=C\c2cccnc2)C1=O	15	-0.9
23	COc1ccc(/C=C/C(=O)Nc2nc(C)c(C(=O)N(C)C)s2)cc1OC	22	-0.2
24	CC1CN(C(=O)c2cccc(S(=O)(=O)NCc3ccccc3)c2)CC(C)O1 (stereo not drawn)	5	-0.6
25	Cc1ccccc1OCC(=O)NCC(c1cccs1)N1CCOCC1 (stereo not drawn)	5	1.9
26	Cc1cccc(C(=O)Oc2c(Br)cc(Br)cc2/C=N/NC(=O)c2ccncc2)c1	20	-0.4
27	COc1ccc(CC(=O)Oc2ccc(C#N)cc2)cc1	9	-0.2
28	CCOC(=O)C1=C(Cn2ccc(C(F)(F)F)n2)NC(=O)NC1c1ccc2c(c1)OCO2 (stereo not drawn)	7	1.2
29	Cc1cc(C)c(C)c(S(=O)(=O)N2CCN(C(=O)c3ccncc3)CC2)c1C	12	-0.6
30	CCOC(=O)c1c(C)[nH]c(C(=O)OCC(=O)Nc2cc(Cl)ccc2OC)c1C	10	0.8
31	CC(=O)Nc1cccc(NC(=O)c2c(-c3ccccc3Cl)noc2C)c1	4	-1.1
32	CCNC(=O)CC1C(=O)N(c2ccc(C)cc2)C(=O)N1CCc1ccc(OC)c(OC)c1 (stereo not drawn)	5	-0.6
33	COCCNC(=S)NNC(=O)c1cccs1	8	-0.8
34	CCN(C[C@H]1N[C@@](CC)(C(=O)OC)[C@H]2C(=O)N(Cc3ccccc3)C(=O)[C@@H]12)C(=O)c1ccc(C(C)(C)C)cc1	18	nt
35	CCOC(=O)Cn1c(=O)oc2cc(S(=O)(=O)NCC3CCCO3)ccc21 (stereo not drawn)	14	-0.7
36	Cc1cc2ccccn2c1C(=S)NC(=O)c1ccccc1	10	-2.1
37	O=C(NN1C(=O)C2C(C1=O)C1C=CC2C12CC2)c1cccc(Cl)c1 (stereo not drawn)	20	-0.1
38	CCOc1ccc(/C=N/OCC(=O)Nc2ccc(OCc3ccccc3)cc2)cc1OC	10	2.5
39	Cc1cc(Cl)ccc1OCC(=O)N1CC(C)CC(C)C1 (stereo not drawn)	10	nt
40	CCC(C)NC(=O)C1CCC(CNS(=O)(=O)c2cccc3nsnc23)CC1 (stereo not drawn)	50*	0.3
41	CCOC(=O)Nc1ccc(S(=O)(=O)NC2CCCCC2)cc1	11	0.0
42	O=[N+]([O-])c1cccc(C2(O)COc3ccccc3O2)c1 (stereo not drawn)	14	-1.2
43	Cc1ccc(C2(c3ccccc3)NC(=O)N(CC(=O)NCc3ccco3)C2=O)cc1C (stereo not drawn)	10	-1.3
44	COc1ccc(OCCN(C)C(=O)c2cccc(S(=O)(=O)N(C)c3ccccc3)c2)cc1	4	-1.5
45	CCOC(=O)CNC(=O)CSc1nc2c(C)cccc2cc1CC	-10	1.7
46	O=C(OCN1C(=O)c2ccccc2C1=O)c1cccs1	10	0.1
47	COC(=O)CCC(=O)NC(=S)Nc1ccc(S(=O)(=O)Nc2cc(OC)nc(OC)n2)cc1	1	3.1
48	CC(C)N1CCN(C(=O)c2ccc(OC3CCN(CCc4ccccc4)CC3)cc2)CC1	31	-0.7
49	O=C1NC(=S)S/C1=C1\Sc2ccccc2N1CCCS(=O)(=O)O	50	-1.5
50	Cc1ccc(C(=O)CCC2CCCCC2=O)cc1 (stereo not drawn)	3	-1.3
51	O=C(Cn1c(CO)nc2ccccc21)Nc1cc(C(F)(F)F)ccc1N1CCOCC1	19	-1.1
52	N#Cc1ccsc1NC(=O)COC(=O)c1cc2ccccc2cc1O	41*	-3.2
53	CCN(c1ccccc1)S(=O)(=O)c1ccc(C(=O)Nc2ccccn2)cc1	14	0.1
54	CCO[C@H]1OC(C(=O)NC2CC2)=C[C@@H](C2CC2)[C@@H]1CCCO	21	-0.1
55	COC(=O)c1ccc(CSc2nc3c(c(=O)n2-c2ccc(C)cc2)SCC3)o1	0	0.4
56	Cc1ccc(C)c(NC(=O)CCc2nnc3ccc(N4CCCCC4)nn23)c1	17	-0.3
57	COc1cccc(NC(=O)C2CCN(S(=O)(=O)c3ccc4c(c3)N(C(C)=O)CCO4)CC2)c1	7	0.4
58	O=C1c2cccc(O)c2C(=O)c2c(O)cccc21	33	-0.3
59	Cc1ccc(S(=O)(=O)C(C#N)=C2N(C)c3ccccc3N2C)cc1	22	2.5
60	CN1C(=O)NC(NS(=O)(=O)c2ccc(N)cc2)(C(F)(F)F)C1=O (stereo not drawn)	9	0.1

Some of the entries above in a different format.
54. CCO[C@H]1OC(C(=O)NC2CC2)=C[C@@H](C2CC2)[C@@H]1CCCO
  OX1R FRET antag: 21
  STK33 kinase inh: -0.1
46. O=C(OCN1C(=O)c2ccccc2C1=O)c1cccs1
  OX1R FRET antag: 10
  STK33 kinase inh: 0.1

(more compounds)
item	Compound	OX1R FRET antag	STK33 kinase inh
61	COc1ccc(S(=O)(=O)NCC(c2ccco2)N2CCc3ccccc32)cc1 (stereo not drawn)	17	-1.5
62	CCOC(=O)NC(=O)/C(C#N)=N\Nc1cccc(Cl)c1	28	-1.0
63	Cn1c(N)c(C(=O)COC(=O)/C=C/c2ccccc2Cl)c(=O)n(C)c1=O	5	0.4
64	COc1ccc(OC)c(C2=NOC(C(=O)Nc3cccc(C(C)=O)c3)C2)c1 (stereo not drawn)	3	-0.8
65	Cc1ccc(COC(=O)c2ccc3c(c2)C(=O)N(CCCN2CCOCC2)C3=O)cc1	16	1.0
66	CCc1ccc(NC(=O)c2cc3c(C)nc4ccccc4c3o2)cc1	60*	-0.1
67	O=C(CNC(=O)c1ccc(Br)o1)NC12CC3CC(CC(C3)C1)C2	7	-1.3
68	Cn1cc(Cl)c(C(=O)Nc2nc3ccc(Cl)cc3s2)n1	5	-2.2
69	N/C(CN1CCSCC1)=N\OCc1c(F)cccc1Cl	5	0.7
70	CCCCN(C(=O)c1ccc(N2CCCC2=O)cc1)c1c(N)n(Cc2ccccc2)c(=O)[nH]c1=O	3	-0.4
71	CC(C)c1cccc(C(C)C)c1NC(=O)CNCC(O)c1ccccc1 (stereo not drawn)	-7	-2.2
72	CC1(C)CC(=O)/C(=C(/O)Cc2ccccc2)C(=NCCc2ccccc2)C1	14	2.2
73	CCOC(=O)c1c(-c2cccc(C)c2)csc1NC(=O)c1c(-c2ccccc2)noc1C	-1	-0.4
74	CC(=O)NC(Cc1c[nH]c2ccccc12)C(=O)O (stereo not drawn)	11	0.8
75	CSc1nc(Cl)cc(Nc2ccccc2N)n1	33	-0.8
76	O=S(=O)(NC1CC1)c1ccc(S(=O)(=O)N(Cc2ccccn2)C2CC2)cc1	13	-1.1
77	Cc1cc(C)cc(N(CC(=O)N2CCOCC2)S(=O)(=O)c2ccccc2)c1	19	3.2
78	CC(Sc1nc2cc(Cl)ccc2s1)C(=O)Nc1cccc(S(=O)(=O)N2CCOCC2)c1 (stereo not drawn)	20	0.6
79	CC1CC(C)CN(CC(=O)Nc2ccc(S(N)(=O)=O)cc2)C1 (stereo not drawn)	15	4.2
80	CC(=O)C1=C(C)NC(=S)NC1c1cc([N+](=O)[O-])ccc1O (stereo not drawn)	22	0.3

Four entries from above, with each value named:
63) Cn1c(N)c(C(=O)COC(=O)/C=C/c2ccccc2Cl)c(=O)n(C)c1=O
  OX1R FRET antag = 5
  STK33 kinase inh = 0.4
64) COc1ccc(OC)c(C2=NOC(C(=O)Nc3cccc(C(C)=O)c3)C2)c1 (stereo not drawn)
  OX1R FRET antag = 3
  STK33 kinase inh = -0.8
65) Cc1ccc(COC(=O)c2ccc3c(c2)C(=O)N(CCCN2CCOCC2)C3=O)cc1
  OX1R FRET antag = 16
  STK33 kinase inh = 1.0
66) CCc1ccc(NC(=O)c2cc3c(C)nc4ccccc4c3o2)cc1
  OX1R FRET antag = 60*
  STK33 kinase inh = -0.1

(further entries)
item	Compound	OX1R FRET antag	STK33 kinase inh
81	CCCN(CC1CC1)C(=O)COC(=O)c1[nH]c(C)c(C(=O)OCC)c1C	9	0.3
82	CC(=O)Nc1ccc(S(=O)(=O)N2CCN(Cc3nc4sc(C)c(C)c4c(=O)[nH]3)CC2)cc1	6	-1.9
83	CCn1c(O)c(N=NC(=O)Cn2ccc(C(F)(F)F)n2)c2ccccc21	8	0.5
84	CCOc1ccccc1NS(=O)(=O)c1cn(C)nc1C	15	0.4
85	CC(OC(=O)c1ccncc1)C(=O)Nc1cc(S(=O)(=O)N2CCCCC2)ccc1Cl (stereo not drawn)	19	nt
86	C/C=C/C=N/Nc1nc(C)cc(=O)[nH]1	20	-1.2
87	O=C(CCN=C1NS(=O)(=O)c2ccccc21)Nc1ccc(Cl)cc1F	8	-0.3
88	CCCCCCn1c(Br)nc2c1c(=O)n(C)c(=O)n2C	20	-0.5
89	Cc1[nH]c2ccccc2c1C(=O)COC(=O)CCS(=O)(=O)c1ccccc1Cl	37	-0.5
90	Cc1csc2nc(CCNS(=O)(=O)c3ccc4c(c3)OCCO4)cn12	5	-1.3
91	C(#Cc1ccccc1)C[N+]1(CC#Cc2ccccc2)CCCCC1	15	-0.8
92	CCn1nc(NS(=O)(=O)c2ccc([N+](=O)[O-])cc2)c2cc3cc(C)ccc3nc21	19	-0.8
93	Cc1cnc(NC(=O)CSc2nnc(Cc3ccccc3)o2)s1	9	-2.4
94	CCc1cc(C(=O)OC)c(NC(=O)CC2SC(N)=NC2=O)s1 (stereo not drawn)	4	0.7
95	Fc1ccc(OCc2cc(-c3ccccc3)no2)cc1	13	-0.6
96	CCOC(=O)C1=CCN(Cc2ccccc2)CC1	15	0.7
97	O=C(NCc1ccc(Cl)cc1)C1CCCCN1S(=O)(=O)c1ccccc1 (stereo not drawn)	26	-0.2
98	COc1ccc(C(=O)NCC(=O)OCc2cccc(Br)c2)cc1	3	1.1
99	COc1ccc(C)cc1NC(=O)c1cc(-c2ccccc2)nc2c1cnn2C(C)C	7	-2.2
100	COc1cccc(OCc2cc(C(=O)N3CCCC3c3ccccn3)no2)c1 (stereo not drawn)	22	0.2

Three compounds picked at random from the list so far, as already listed:
item	Compound	OX1R FRET antag	STK33 kinase inh
99	COc1ccc(C)cc1NC(=O)c1cc(-c2ccccc2)nc2c1cnn2C(C)C	7	-2.2
95	Fc1ccc(OCc2cc(-c3ccccc3)no2)cc1	13	-0.6
83	CCn1c(O)c(N=NC(=O)Cn2ccc(C(F)(F)F)n2)c2ccccc21	8	0.5

Next compounds:
item	Compound	OX1R FRET antag	STK33 kinase inh
101	COC1(OC)C(=N/O)/C(=N\O)CCC1O (stereo not drawn)	5	-1.7
102	Cn1ncc2c(N3CCOCC3)ncnc21	15	-0.3
103	COc1ccccc1CNC(=O)C/C(C)=N/NC(=O)Cc1ccc(Cl)cc1	9	-1.2
104	COc1cc(S(=O)(=O)N2CCN(c3ccccc3F)CC2)ccc1Cl	14	-2.0
105	COc1cc2c(cc1OC)CN(CC(=O)Nc1ccc3c(c1)OC(F)(F)O3)CC2	13	-0.7
106	O=C(OCC(=O)N1CCN(C(=O)c2ccco2)CC1)c1ccccc1	11	nt
107	Cc1ccc(NC(=S)NCC2CCCO2)cc1 (stereo not drawn)	4	-2.1
108	Cc1ccccc1C(=O)c1cccn1CC(=O)NCc1ccco1	6	1.5
109	O=C(NCCc1ccc2c(c1)OCCO2)c1cccc(S(=O)(=O)N2CCCC2)c1	4	0.3
110	CCOc1ccc(C(CC(=O)O)NC(=O)COc2ccccc2)cc1 (stereo not drawn)	15	-1.1
111	COc1cc(C2c3[nH]c4ccccc4c3CCN2Cc2cn(C)nc2C)ccc1F (stereo not drawn)	19	-1.0
112	CCN1C(=NCCN2CCOCC2)N[C@@H](c2ccccc2)C(C(=O)OC)=C1C	24	0.4

Rows were taken by chance. Share with any hit: about 1.8%.
